GLS inhibitor = inhibitors of human glutaminase (GLS); O94925; GLS enzymatic activity, qHTS titration; Potency, µM (series often up to 45.5 µM), without a hit: at the top dose activity change, negative = inhibition, actives largely listed as inhibitors; actives 0.21% (n = 410,000); AID 624170; active = well fitted inhibition curve with a large enough effect; inconclusive = small, poorly fitted or top-dose-only effect, or another doubt; inactive = no such curve, though single readings can be large or run the other way; also: potency is read from the fitted curve at half-maximal effect
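hKGA; 45 mM KH2PO4 pH 8.2 + 0.02% Tween-20; cpd via pin tool; 1 mM Gln soln; GluOx/HRP/Amplex Red; RT 30 min; fluor. t0 & final.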
PI4K2A inh = blocks human PI4K2A kinase activity; Q9BTU6; purified PI4K2A, ADP-Glo luminescence, 1 h; hits give low values; activity change, negative = inhibition, % at 76.9 µM; actives 0.13% (n = 420,000); AID 1346378; in the data active = activity change below about -50%; inconclusive = mostly about -30% to -49%;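 also: -100% = wells without enzyme as full effect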
Target sequence (Q9BTU6 whole entry, looked up): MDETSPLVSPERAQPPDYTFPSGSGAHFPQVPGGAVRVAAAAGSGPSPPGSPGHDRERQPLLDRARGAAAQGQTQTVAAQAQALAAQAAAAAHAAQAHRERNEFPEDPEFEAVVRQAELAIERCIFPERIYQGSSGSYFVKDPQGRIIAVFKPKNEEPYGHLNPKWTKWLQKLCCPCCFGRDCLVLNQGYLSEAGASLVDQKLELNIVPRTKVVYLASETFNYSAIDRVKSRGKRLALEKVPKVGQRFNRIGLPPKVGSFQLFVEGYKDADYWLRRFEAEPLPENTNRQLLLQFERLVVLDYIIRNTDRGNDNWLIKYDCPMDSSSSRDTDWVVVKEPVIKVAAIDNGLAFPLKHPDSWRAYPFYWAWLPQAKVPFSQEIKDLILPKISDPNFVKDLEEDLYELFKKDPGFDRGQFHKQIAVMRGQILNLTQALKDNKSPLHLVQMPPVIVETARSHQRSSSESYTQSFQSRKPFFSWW
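Compounds are screened against recombinant PI4K2A using PI as substrate and ATP, the latter dispensed at 300 microM. Reactions run one hour at ambient temperature before ADP-Glo detection; full inhibition defined by wells lacking enzyme.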
Active calls of the source: *; ? = inconclusive; & = joins results of further samples. Unless noted, % is scaled to controls: 0 for no effect and ±100 for the full control effect. The list is partial; rates above refer to the full screens.

cpd	SMILES	GLS inhibitor	PI4K2A inh
1	OC(c1cccc(Cl)c1)c1nc(/C=C/c2ccccc2)cs1 (stereo not drawn)	-1%	5
2	CN(C)c1cccc(NC(=O)C2Cc3c(-c4ccccc4Oc4ccccc4)ccnc3O2)c1 (stereo not drawn)	26%	-2
3	COc1ccc(-c2cc3nc(NCCN4CCCC4)n(C)c(=O)c3s2)cc1OC	0%	0
4	Cc1ccccc1S(=O)(=O)NC(=O)C1(C)CCN1C(=O)C1(c2ccccc2)CCCC1 (stereo not drawn)	-5%	-2
5	Cc1ccc(-c2nc3ccc(Cl)cn3c2Cc2ccccc2C(F)(F)F)cc1	19%	-1
6	COc1ccc(-c2nc3c4ccccc4ccn3c2Cc2cccc(F)c2)cc1OC	0%	-10
7	CC1(C(=O)Nc2cccc3c2CCCC3)CCN1C(=O)Cc1ccccc1Cl (stereo not drawn)	-5%	2
8	COc1ccccc1-c1cc(NC(C)=O)c2ncc(-c3ccc(S(C)(=O)=O)cc3)n2c1	1%	-3
9	COc1ccc(-c2cc(NC=O)c3ncc(-c4ccc(C(C)=O)cc4)n3c2)cn1	-8%	2
10	COC(=O)[C@]12CCCCC=C1N(Cc1ccc(Cl)cc1Cl)C(=O)[C@H](CC(=O)NCC1CCCCC1)C2	11%	-1
11	Cc1ccccc1-c1cc2nc(NCCCN(C)C)n(C)c(=O)c2s1	-2%	-1
12	CN(C)CCNC(=O)c1ccc(-c2cnn(C)c2)c2ccoc12	-2%	5
13	C/C=C/c1cccc(-c2nc(C(=O)N3CCCCC3)cc3c2[C@@H](CCO)N(C(=O)NC(C)C)C3)c1	-10%	3
14	C[C@H](c1ccccc1)N1C[C@@H](COCc2ccccc2)Oc2cc(N3CC[C@@H](N(C)C)C3)ccc2S1(=O)=O	10%	-1
15	CCCCOCCCNC(=O)C[C@@H]1C[C@@]2(C(=O)OC)CCCCC=C2N(Cc2cccc3ccccc23)C1=O	7%	1
16	COc1cc(-c2cc3nc(NCCc4ccncc4)ccn3n2)cc(OC)c1OC	-4%	-2
17	Cc1cccc(C)c1-n1nnnc1C1c2ccccc2C(=O)N1CCCN1CCOCC1 (stereo not drawn)	-4%	4
18	Clc1ccc(Nc2nnc(Cc3ccncc3)c3ccccc23)cc1	-7%&26%	2
19	CCc1nc2ccc(C(=O)N(C)CCN(C)C)cn2c1N(CC)CCOC	11%	-5
20	OC(c1cccc(Cl)c1)c1nc(/C=C/c2ccc(C(F)(F)F)cc2)cs1 (stereo not drawn)	-2%	2
21	COc1ccc(NC(=O)c2cc(C3CCCCN3S(=O)(=O)Cc3ccccc3)on2)c(C)c1 (stereo not drawn)	0%	-4
22	COCCCNC(=O)[C@H](Cc1ccccc1)NC(=O)CC[C@H]1O[C@@H](n2ccc(=O)[nH]c2=O)[C@H](O)[C@@H]1O	-4%	-4
23	CCOc1ccc(CCN2C(=S)N([C@@H](Cc3ccc(O)cc3)CN3CCC[C@@H]3CN3C(=S)NC[C@@H]3Cc3ccc(O)cc3)C[C@@H]2Cc2ccc(O)cc2)cc1	16%	-3
24	CC(=O)Nc1cc(-c2cccc(F)c2)cn2c(-c3ccc(S(C)(=O)=O)cc3)cnc12	1%	-3
25	Cc1cc2nc(-c3ccc(F)cc3)c(Cc3ccccc3)n2c(C)c1Br	-5%	-2
26	CCCNC(=O)c1cc(C2CCCCN2S(=O)(=O)c2ccccc2)on1 (stereo not drawn)	-4%	0
27	O=C(O)c1cc2c(ncc3c(=O)n(-c4ccccc4)[nH]c32)s1	-22%	-2
28	COc1cccc(Cn2c3ccc(NC(=O)Cc4cc(OC)ccc4OC)cc3c(=O)n2C)c1	2%	-3
29	Cc1cccc(C)c1NC(=O)C1(C)CCC(=O)N1C1CC1 (stereo not drawn)	4%	2
30	CN1CCCCC1(C)C(=O)NCc1ccc(F)cc1 (stereo not drawn)	-2%	-2
31	Cc1ccccc1-c1cnc(C(O)c2ccc(Cl)cc2)[nH]1 (stereo not drawn)	-11%	3
32	C#CCNC(=O)c1ccc2sc([C@H]3C[C@H](O)[C@@H](CO)O3)nc2c1	6%	-4
33	CN(Cc1ccccc1)N=Nc1nc[nH]c1C(N)=O	-17%	-2
34	CCOC(=O)c1cc2c(c(-c3cccc(-c4cc5ccccc5o4)c3)n1)[C@@H](CCO)N(S(=O)C(C)(C)C)C2 (stereo partly drawn)	7%	-1
35	CC(C)CC(NC(=O)OCc1ccccc1)C(=O)NC(Cc1c[nH]c2ccccc12)C(=O)O (stereo not drawn)	17%	0
36	CC1(C(=O)NS(=O)(=O)Cc2cccc(Cl)c2)CCN1C(=O)CCc1cccs1 (stereo not drawn)	16%	-1
37	O=[N+]([O-])c1nccn1CCCCCCCCCCCN1CCOCC1	0%	0
38	O=C(NS(=O)(=O)c1ccc2ccc(S(=O)(=O)NCCSc3ccccc3)cc2c1)c1cccc2ccccc12	8%	-3
39	CC(C)(C)n1nnnc1C(c1ccccc1)N1CCN(CCN2CCOCC2)CC1 (stereo not drawn)	5%	-2
40	CC(C)(C)c1ccc(CC(=O)N2CCC2(C)C(=O)NS(=O)(=O)c2ccc3c(c2)CCO3)cc1 (stereo not drawn)	3%	-2
41	CCCNC(=O)C1(C)CCN1C(=O)Cc1ccc(C(C)C)cc1 (stereo not drawn)	-13%	-1
42	COc1cccc(CNc2nc3cc(-c4ccc(OC)cc4C)sc3c(=O)n2C)c1	8%	0
43	O=C(NCc1ccccc1Cl)c1ccc2nc([C@H]3C[C@H](O)[C@@H](CO)O3)[nH]c2c1	5%	1
44	NC(Cc1ccccc1)c1csc(NC(=O)c2cccc(OC(F)(F)F)c2)n1 (stereo not drawn)	8%	4
45	ClC(Cl)(Cl)C1=NCc2nnn(Cc3ccccc3)c2N1	-1%	-4
46	O=C(NCCc1ccc(O)cc1)c1[nH]c(C(F)(F)F)nc1-c1ccccc1	1%	-4
47	Cc1cnc(CNC(=O)c2csc([C@@H]3C[C@H](O)[C@@H](CO)O3)n2)cn1	4%	-1
48	COC(=O)c1ccc2nc(-c3ccc(F)cc3)c(Cc3ccsc3)n2c1	-4%	-4
49	COC(=O)c1ccc2nc(C3CCCCC3)c(Cc3ccc(OC)cc3C)n2c1	11%	-7
50	COc1ccc(S(=O)(=O)NC(=O)C2(C)CCN2C(=O)c2cccc(F)c2)cc1 (stereo not drawn)	1%	1
51	CCOC(=O)C1CCCN(C(=O)c2ccc(SC(F)(F)F)cc2)CC1 (stereo not drawn)	-12%	1
52	O=C(Nc1nnc([C@@H]2C[C@H](O)[C@@H](CO)O2)s1)Nc1cccc2c1CCCC2	7%	-1
53	O=C(Nc1ccc(Cl)cc1)C1Cc2c(-c3ccc4c(c3)OCO4)ccnc2O1 (stereo not drawn)	1%	-1
54	COc1ccccc1CNc1nc(Oc2cccc(F)c2)c2sccc2n1	2%	5
55	C[C@H]1COc2cccc(N3CCN(Cc4ccccc4F)CC3)c2S(=O)(=O)N1	8%	-1
56	COc1cccc(CNC(=O)[C@@H]2CCCN2C(=O)[C@H]2CCCCN2C(=O)c2cccc(OC)c2)c1	0%	-1
57	CCCC(=O)N1CCCC(c2cc(C(=O)Nc3ccc4c(c3)OCO4)no2)C1 (stereo not drawn)	-1%	-4
58	Cc1ccc2ccccc2c1C(O)c1ncc(-c2ccccc2F)[nH]1 (stereo not drawn)	8%	-2
59	COc1ccccc1-c1cnc(C(O)c2ccc(F)cc2C)[nH]1 (stereo not drawn)	12%	-7
60	Cc1ccccc1-c1cc2nc(Oc3cccc4ccccc34)n(C)c(=O)c2s1	5%	-2

Going on with the list:
cpd	SMILES	GLS inhibitor	PI4K2A inh
61	Cc1ccc(S(=O)(=O)N2C[C@H]3[C@H]4C(=O)N(Cc5ccccc5)C(=O)[C@H]4CC(=O)[C@H]3[C@@H]2c2cccc3ccccc23)cc1	-1%	-3
62	OC[C@@H]1CN(Cc2ccncc2)C[C@H](n2cnc3c(N4CCCC4)ncnc32)O1	-2%	-2
63	Cc1ccccc1CNC(=O)c1csc([C@@H]2O[C@H](CO)[C@@H](O)[C@H]2O)n1	8%	-2
64	CC1(C(=O)NS(=O)(=O)C2CC2)CCCN(C(=O)Cc2ccc3ccccc3c2)C1 (stereo not drawn)	6%	3
65	COc1ccc(NC(=O)c2cc(C3CCCCN3C(=O)c3cc(OC)c(C)c(OC)c3)on2)c(C)c1 (stereo not drawn)	8%	-5
66	CC1(C(=O)NS(=O)(=O)c2ccc3c(c2)CCO3)CCN1C(=O)COc1ccc(Cl)cc1 (stereo not drawn)	8%	0
67	CC1(Cc2cc(Cl)ccc2C(F)(F)F)C(=O)Nc2c(Cl)cccc21 (stereo not drawn)	3%	1
68	CCCCNC(=O)Cn1nnc(-c2ccccc2)c1COc1ccc(C(C)=O)cc1	-1%	7
69	COCCNC(=O)C1(C)CCN(C(=O)Cc2ccc(OC)c(OC)c2)C1 (stereo not drawn)	?	-3
70	Cc1noc(C)c1C(=O)N1CCC1(C)C(=O)NS(=O)(=O)c1cccc(Cl)c1 (stereo not drawn)	-5%	-4
71	C#CCn1c2ccccc2c(=O)n1C(C)C	-33%	-6
72	CC(C)(C)NC(=O)C1c2ccccc2OCC(=O)N1Cc1ccco1 (stereo not drawn)	1%	0
73	Cc1ccc(OC2CCN(C(=O)[C@H]3O[C@@H](n4ccc(N)nc4=O)[C@H](O)[C@@H]3O)CC2)cc1	1%	-3
74	COc1ccc(-c2ccc(C(=O)NCC3CC3)c3occc23)c(C)c1	6%	-1
75	CC1(C(=O)Nc2cccc3c2CCCC3)CCN1C(=O)CCC1CCCC1 (stereo not drawn)	-8%	2
76	COc1ccccc1-c1ccc2c(c1)C(C)(Cc1ccc(F)c(Cl)c1)C(=O)N2 (stereo not drawn)	1%	-3
77	Cc1ccc(S(=O)(=O)N2C[C@H]3C(=O)C[C@@H](c4ccccc4)N(S(=O)(=O)c4ccccc4[N+](=O)[O-])[C@H]3C[C@H]2c2ccccc2)cc1	3%	-1
78	CCOC(=O)C1=CCN(S(=O)(=O)c2ccccc2Br)C1c1cccc(F)c1 (stereo not drawn)	7%	1
79	CCCCC(=O)N(C)c1c(CC)nc2c(OCCOc3ccccc3)cccn12	3%	1
80	CC(C)CNC(=O)C1(C)CCN1C(=O)c1ccc(C(C)(C)C)cc1 (stereo not drawn)	3%	-1
81	O=C1NC[C@H](Cc2ccccc2)N(C[C@@H]2CCCN2C[C@H](Cc2ccccc2)N2C[C@H](Cc3ccccc3)N(CC3CCCCC3)C(=O)C2=O)C1=O	15%	-1

Structures above that contain a Cl atom, in the order listed:
cpd	SMILES	GLS inhibitor	PI4K2A inh
1	OC(c1cccc(Cl)c1)c1nc(/C=C/c2ccccc2)cs1 (stereo not drawn)	-1%	5
5	Cc1ccc(-c2nc3ccc(Cl)cn3c2Cc2ccccc2C(F)(F)F)cc1	19%	-1
7	CC1(C(=O)Nc2cccc3c2CCCC3)CCN1C(=O)Cc1ccccc1Cl (stereo not drawn)	-5%	2
10	COC(=O)[C@]12CCCCC=C1N(Cc1ccc(Cl)cc1Cl)C(=O)[C@H](CC(=O)NCC1CCCCC1)C2	11%	-1
18	Clc1ccc(Nc2nnc(Cc3ccncc3)c3ccccc23)cc1	-7%&26%	2
20	OC(c1cccc(Cl)c1)c1nc(/C=C/c2ccc(C(F)(F)F)cc2)cs1 (stereo not drawn)	-2%	2
31	Cc1ccccc1-c1cnc(C(O)c2ccc(Cl)cc2)[nH]1 (stereo not drawn)	-11%	3
36	CC1(C(=O)NS(=O)(=O)Cc2cccc(Cl)c2)CCN1C(=O)CCc1cccs1 (stereo not drawn)	16%	-1
43	O=C(NCc1ccccc1Cl)c1ccc2nc([C@H]3C[C@H](O)[C@@H](CO)O3)[nH]c2c1	5%	1
45	ClC(Cl)(Cl)C1=NCc2nnn(Cc3ccccc3)c2N1	-1%	-4
53	O=C(Nc1ccc(Cl)cc1)C1Cc2c(-c3ccc4c(c3)OCO4)ccnc2O1 (stereo not drawn)	1%	-1
66	CC1(C(=O)NS(=O)(=O)c2ccc3c(c2)CCO3)CCN1C(=O)COc1ccc(Cl)cc1 (stereo not drawn)	8%	0
67	CC1(Cc2cc(Cl)ccc2C(F)(F)F)C(=O)Nc2c(Cl)cccc21 (stereo not drawn)	3%	1
70	Cc1noc(C)c1C(=O)N1CCC1(C)C(=O)NS(=O)(=O)c1cccc(Cl)c1 (stereo not drawn)	-5%	-4
76	COc1ccccc1-c1ccc2c(c1)C(C)(Cc1ccc(F)c(Cl)c1)C(=O)N2 (stereo not drawn)	1%	-3

Assay outcomes as filed in PubChem.
